IDE inh: inhibitors of human insulin-degrading enzyme in cells; P14735; HEK cells, FAbetaB cleavage, fluorescence polarization; inhibition, % at 5.59 µM; 0.41% of 320,000 active; AID 434962;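 active means percent inhibition above the average of all tested compounds plus 3 SD, set per screening campaign, cut at about 16% in these data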;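 further: IDE supplied by intact live HEK cells; FP after avidin binding of uncleaved biotin substrate so inhibition keeps polarization high; 0% = DMSO wells and 100% = 60 µM reference IDE inhibitor Ii1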
Target sequence (P14735 whole entry, looked up): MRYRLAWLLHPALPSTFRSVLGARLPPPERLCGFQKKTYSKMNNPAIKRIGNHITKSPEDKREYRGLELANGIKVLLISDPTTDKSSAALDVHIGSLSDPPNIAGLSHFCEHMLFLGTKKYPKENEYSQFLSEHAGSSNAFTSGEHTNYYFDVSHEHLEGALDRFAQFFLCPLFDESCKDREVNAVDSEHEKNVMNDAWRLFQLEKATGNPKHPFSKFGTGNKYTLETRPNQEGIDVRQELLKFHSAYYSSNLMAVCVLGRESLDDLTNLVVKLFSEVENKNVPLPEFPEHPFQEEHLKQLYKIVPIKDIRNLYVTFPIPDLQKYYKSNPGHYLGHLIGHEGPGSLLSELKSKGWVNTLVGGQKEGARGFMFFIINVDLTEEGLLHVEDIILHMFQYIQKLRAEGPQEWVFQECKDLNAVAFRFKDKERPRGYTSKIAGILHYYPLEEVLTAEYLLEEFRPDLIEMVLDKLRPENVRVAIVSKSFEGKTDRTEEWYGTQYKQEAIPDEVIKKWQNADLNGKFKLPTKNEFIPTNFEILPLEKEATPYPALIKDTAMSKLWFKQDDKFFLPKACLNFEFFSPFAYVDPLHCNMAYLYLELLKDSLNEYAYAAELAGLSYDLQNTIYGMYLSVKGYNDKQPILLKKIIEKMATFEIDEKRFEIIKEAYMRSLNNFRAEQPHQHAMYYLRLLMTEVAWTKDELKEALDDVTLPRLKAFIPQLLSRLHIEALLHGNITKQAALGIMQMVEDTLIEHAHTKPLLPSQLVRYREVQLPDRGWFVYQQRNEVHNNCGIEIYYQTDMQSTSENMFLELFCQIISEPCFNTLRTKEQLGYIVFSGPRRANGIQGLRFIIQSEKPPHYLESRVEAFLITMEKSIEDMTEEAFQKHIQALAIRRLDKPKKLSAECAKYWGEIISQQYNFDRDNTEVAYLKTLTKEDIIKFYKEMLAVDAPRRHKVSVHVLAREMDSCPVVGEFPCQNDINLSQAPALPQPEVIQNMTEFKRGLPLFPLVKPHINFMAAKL
NALP1 yeast inh: NALP1 inhibition; inhibition, % at 10 µM; 0.61% of 280,000 active; AID 2071; S. cerevisiae NALP1/ASC/caspase-1 growth, X-gal OD620, 72 h; in the data active means inhibition mostly above about 24%, no sharp cut-off; inactive means mostly below about 32%; further: some compounds called inactive have numbers as strong as hits
PfM18AAP inh: blocks P. falciparum M18 aspartyl aminopeptidase; recombinant PfM18AAP, H-Glu-NHMec fluorogenic cleavage; inhibition, % at 7.35 µM; 1.2% of 290,000 active; AID 1822;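 active means inhibition above the campaign mean inhibition over all tested compounds plus 3 SD, cut at about 28% in these data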;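 further: 0% = plate median of test compound wells and 100% = 2 mM ZnCl2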
VIM-2 inh: inhibitors of Pseudomonas aeruginosa VIM-2 metallo-beta-lactamase; purified VIM-2, nitrocefin hydrolysis, epi-absorbance fluorescence; 0.89% of 290,000 active; inhibition, % at 5.6 µM; AID 1527;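 active means inhibition above the mean of all tested compounds plus 3 SD, cutoff set per screening run, cut at about 7.5% in these data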;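 further: red hydrolysis product quenches plate fluorescence so inhibitors raise well fluorescence; 0% = enzyme with DMSO and 100% = DMSO without enzyme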
GPR7 antagonist: human neuropeptides B/W receptor 1 antagonism. 1.1% of 290,000 active. P48145. AID 1861. GPR7-expressing cells, fluorescence antagonist assay. inhibition, % at 4.4 µM; in the data active means inhibition above about 16%, passing the limit was not always enough;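 further: cells stimulated with the agonist NPW; 0% = agonist with vehicle and 100% = vehicle without agonist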
p-CIP stab down: lowers stability of the mouse p/CIP coactivator protein; F442A p/CIP-EGFP cells, EGFP fluorescence, 16 h; decrease of EGFP signal, % at 10 µM; 0.01% of 290,000 active;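 active means EGFP signal decrease of at least 30% at 10 µM or well 3 SD below plate mean, unless failing retest; inactive means the rest, including hits failing retest or dose response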; further: some compounds called inactive have numbers as strong as hits; many of its hits are not listed in these tables
PHOSPHO1 inh: PHOSPHO1 (human) inhibition. recombinant PHOSPHO1, absorbance phosphatase assay. inhibition, % at 13.3 µM. Q8TCT1. 1.1% of 290,000 active; in the data active means inhibition above about 60%
IMP-1 inhibitor: inhibitors of Pseudomonas aeruginosa IMP-1 metallo-beta-lactamase; purified IMP-1, nitrocefin hydrolysis, epi-absorbance fluorescence; inhibition, % at 5.6 µM; 0.45% of 290,000 active; AID 1556;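 active means inhibition above the mean plus 3 SD of all compounds in the same screening run, cut at about 4.5% in these data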;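 further: 0% = IMP-1 with DMSO and 100% = DMSO wells lacking enzyme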
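System: Purified recombinant IMP-1 metallo-beta-lactamase enzyme | Measured by: Fluorescence quenching readout, ex 480/em 530 nm | Replication: Singlicate | Incubation: 15 min preincubation plus 25 min reaction at 25 °C | Evaluation: Percent inhibition from optical density relative to buffer-blank wells | Benchmarks: DMSO with and without IMP-1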
IDE cell activ: activators of human insulin-degrading enzyme in cells; P14735; HEK cells, FAbeta-B cleavage, fluorescence polarization; 0% vehicle, 100% cell-free pure enzyme wells; activation, % at 5.96 µM; 0.073% of 340,000 active; AID 493087;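 active means activation above the mean of all tested compounds plus 3 SD, set per screening campaign, cut at about 17% in these data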
An asterisk follows results filed as active; . = not tested or not shown.

entry	compound	IDE inh	p-CIP stab down	GPR7 antagonist	IDE cell activ	PfM18AAP inh	VIM-2 inh	PHOSPHO1 inh	NALP1 yeast inh	IMP-1 inhibitor
1	Cc1ccc(C(=O)N(CC#N)CC#N)cc1C	-2.0	-3.9	-3.9	6.4	0.1	-0.8	32.2	-1.6	-2.4
2	CC(Cc1c[nH]c2ccccc12)NC(=O)C1CCCNC1=O (centres undefined)	0.5	1.2	-6.1	-2.0	-13.0	-0.2	7.6	33.9	0.1
3	Cn1c(C(=O)NC2CC2)cc(=O)n(C)c1=O	1.2	-12.0	-11.3	0.7	-3.4	-1.8	32.2	11.1	-1.4
4	O=C(O)CCN1C(=O)NC2(CCCC2)C1=O	0.2	-4.0	-14.4	5.8	-7.6	-1.5	-15.4	21.5	0.8
5	Cc1ccc(CNC(=O)C(=O)NCC2OCCN2S(=O)(=O)c2ccc(C)cc2)cc1 (centres undefined)	3.6	2.0	1.4	4.6	-6.1	-0.7	32.8	7.7	-0.1
6	CCCCCc1c2c(cc(O)c1C(=O)O)OC(=O)c1c(cc(OC)cc1C(=O)CCCC)O2	0.0	-1.9	-7.7	4.8	-1.5	-2.8	27.7	-3.2	-1.0
7	CC(=O)Oc1ccc2nc(-c3cccs3)oc(=O)c2c1	3.6	6.8	4.5	2.5	4.5	-0.8	11.5	-10.6	-0.2
8	COc1ccc(CC(=O)Nc2cc(C)c3c(=O)oc4ccccc4c3n2)cc1	1.5	-11.1	.	4.8	.	.	8.2	.	.
9	Cc1c(NC(=O)c2ccc(-c3cccc([N+](=O)[O-])c3)o2)c(=O)n(-c2ccccc2)n1C	2.0	6.0	-8.4	-5.7	2.4	-1.7	-17.0	5.3	-1.8
10	COc1ccccc1CNC(=O)C1(c2ccc(Cl)cc2)CC1	2.3	-5.5	12.2	-3.5	8.6	-0.1	-4.0	27.8	0.8
11	CNC(=O)OCCSCCS(=O)(=O)c1ccc(Cl)cc1	0.3	-10.2	-5.1	4.8	1.1	-1.8	27.3	-8.6	-2.3
12	CCS(=O)(=O)N1CCN(C(=O)c2ccc(-c3ccccc3)cc2)CC1	2.9	-8.5	7.6	1.6	-7.1	-0.7	3.8	20.5	-0.9
13	Cc1ccc(CNC(=O)[C@@H](NC(=O)C2CCN(C(=O)[C@@H]3CCCN3)CC2)C(C)C)cc1	3.3	7.5	0.3	4.5	3.1	-3.5	28.6	-16.2	-4.3
14	CN(C)C(=O)N1CCCC(C(=O)NCc2ccccc2)C1 (centres undefined)	-1.4	-3.2	6.0	0.6	-7.9	1.0	0.2	8.3	-1.4
15	CCN(CC)CCNC(=O)c1ccc(NC(=O)c2c(F)cccc2Cl)cc1	8.8	-7.7	-1.3	7.5	-7.1	-3.0	16.1	-21.9	-3.4
16	COC(=O)C1=C(C)N(C)C(=O)NC1c1ccc(O)c(Cl)c1 (centres undefined)	4.5	-23.3	-7.3	-0.8	10.3	-2.8	29.2	6.4	-1.5
17	O=C(C1CCCN(S(=O)(=O)c2ccc(Br)cc2)C1)N1CCOCC1 (centres undefined)	-5.7	-2.5	-14.6	5.0	-7.5	0.5	-21.1	4.3	-1.2
18	Cc1ccc(Cn2cc(SCC(N)=O)c3ccccc32)cc1	1.9	-7.8	3.1	4.0	0.8	-6.9	32.0	-22.2	-3.6
19	COc1ccc(OC)c(CN2CCCCCC2)c1	6.4	-10.8	-4.6	6.2	7.1	-2.7	40.1	-8.9	-2.4
20	COc1ccc(S(=O)(=O)NCc2ccc(C(=O)N3CCN(c4ccccn4)CC3)cc2)cc1	-0.2	-21.5	-7.4	1.5	-4.3	-2.3	22.4	-2.0	-2.1
21	COc1ccccc1N1CCN(C(=O)c2cc3ccccc3[nH]2)CC1	9.0	8.7	8.1	2.8	-5.1	0.4	-0.8	-2.0	-4.5
22	O=C1CSc2ccc(S(=O)(=O)N3CCN(c4ccccc4F)CC3)cc2N1	0.7	-11.6	6.9	3.0	-0.9	0.6	27.9	34.4	-1.7
23	CN(CC(=O)Nc1ccc(F)c(F)c1F)c1ncnc2sccc12	3.3	-2.5	-2.3	2.1	0.3	0.1	-10.2	6.1	0.3
24	CN(C(=O)COC(=O)c1ccc2c(=O)n3c(nc2c1)CCC3)c1ccccc1	-1.6	-8.6	-9.0	1.6	-3.3	-4.0	-21.3	22.5	-4.2
25	COc1ccc(OC)c(-c2cc(C(=O)Nc3sc4c(c3C#N)CCC(C)C4)c3ccccc3n2)c1 (centres undefined)	-0.2	28.5	-10.2	4.4	0.8	0.1	-12.6	6.2	2.4
26	CCn1c(CCC(=O)Nc2ccccc2F)nnc1SCC(=O)Nc1ccc(OC)cc1	-0.1	-4.4	-1.9	-2.2	2.8	-0.3	13.7	11.2	-2.3
27	COc1ccc(NC2=CC(=O)CC(C)(C)C2)cc1OC	-2.7	-8.8	9.0	-0.5	7.0	-0.6	-15.4	15.3	-4.5
28	Cc1ccc2c(c1)-c1c(cnn1CC(=O)NC(C)CCc1ccco1)CO2 (centres undefined)	0.9	-14.4	-0.4	-6.0	-6.8	-1.0	-0.6	27.5	-1.5
29	CN(c1ccccc1C(=O)NCc1ccccn1)S(C)(=O)=O	-0.6	-5.6	-11.7	-4.1	4.7	-2.7	24.2	8.4	-3.5
30	CCc1ccc(CN2CCN(C(=O)c3cccc(OC)c3OC)CC2)cc1	1.5	-6.1	6.5	0.0	-1.7	-4.6	8.7	3.4	-1.9
31	CC(=O)c1cccc(NC(=O)c2ccc3c(c2)OCO3)c1	1.8	10.9	-7.5	0.4	2.8	-3.3	20.1	25.4	-4.2
32	CCOC(=O)C1=C(c2ccccc2)NC(SCC(=O)Nc2cccc(C)c2)=C(C#N)C1c1ccco1 (centres undefined)	0.3	2.2	-19.3	5.8	15.9	-6.0	2.3	-10.9	-5.2
33	O=C(Nc1ccc2c(c1)Cc1ccccc1-2)c1ccncc1	7.2	1.4	0.5	-5.1	5.3	-1.8	7.4	49.2	-4.4
34	Cc1ccc(Cc2c(C)nc3nc(SCC(=O)NCCN4CCOCC4)nn3c2C)cc1	-6.8	-13.5	-2.7	7.0	4.7	-1.1	-1.4	11.3	-1.2
35	O=C(Oc1ccc([N+](=O)[O-])cc1)c1cccnc1	1.5	-9.5	-6.0	0.3	1.6	-2.7	4.7	13.9	-0.7
36	CC1(C)C2CCC1(CS(=O)(=O)Nc1ccc(S(=O)(=O)NC3CCCCC3)cc1)C(=O)C2 (centres undefined)	-3.4	-14.3	11.5	-4.2	-1.2	-0.5	-11.7	36.0	-2.4
37	COc1ccc(OC)c(CNC(=O)CCC(=O)N2Cc3ccccc3Oc3ncccc32)c1	-1.9	0.7	-5.0	3.0	2.3	-1.6	52.9	17.8	-3.5
38	CCC(=O)Nc1nnc(SCC(=O)N2c3ccccc3CC2C)s1 (centres undefined)	3.3	-8.7	-11.9	-0.6	5.9	-1.4	31.1	7.4	-0.1
39	Cc1cc(C)cc(-n2nnnc2SCC(=O)Nc2nc(-c3ccc(Cl)cc3)cs2)c1	3.1	-8.1	1.4	2.1	-2.4	-1.8	5.5	-6.8	-0.8
40	Cc1cccc(N2CCN(C(=O)CCC(=O)N3CC(C)Oc4ccccc43)CC2)c1C (centres undefined)	5.5	-3.2	-6.3	-8.2	-3.8	-2.4	4.7	18.1	-4.9
41	O=C(Oc1ccc(-c2csnn2)cc1)c1cccs1	2.2	-4.7	14.8	-4.9	5.2	-4.1	38.6	-4.9	-3.1
42	CCOC(=O)COc1c(OC)cc(Cl)cc1C1Nc2ccccc2C(=O)N1c1cccc(C)c1 (centres undefined)	0.2	-8.5	4.0	3.2	7.1	-3.4	15.3	16.9	5.6*
43	C[C@H](NC(=O)[C@@H]1Cc2ccccc2CN1C(=O)OC(C)(C)C)C(=O)NC1CCCC1	-8.2	0.2	-11.8	0.6	4.7	-2.4	12.1	3.5	-1.1
44	S=C(NCCCN1CCOCC1)Nc1ccc(Cl)cc1	3.2	-13.3	-5.4	4.9	-13.5	0.3	5.6	22.2	-3.2
45	O=C(Nc1ccc(-n2cccn2)cc1)C1CCN(Cc2ccccn2)CC1	0.7	-3.5	-7.0	3.0	7.1	0.1	36.4	10.3	-2.0
46	COc1ccc(-n2c(=O)c3c4c(sc3n3c(C)nnc23)COC(C(C)C)C4)cc1 (centres undefined)	.	.	-12.4	.	3.4	-1.1	.	.	-1.1
47	CC(C)NS(=O)(=O)c1ccc(CCC(=O)NCc2ccncc2)cc1	5.3	-9.4	3.5	-0.1	0.1	-1.2	53.2	-3.3	-2.6
48	CCSc1nnc(NC(=O)CCNS(=O)(=O)c2cc(Br)cnc2N)s1	2.0	-16.5	-1.2	-1.6	-3.8	-1.1	-4.0	-4.1	-1.2
49	CCOc1ccc(C(=O)NCC2CCCO2)cc1OCC (centres undefined)	1.1	0.1	-11.1	1.0	0.9	-1.8	30.4	6.8	0.3
50	COc1ccc(-c2ccc(/C=N/NC(=O)Cc3nnc(N)s3)o2)cc1Cl	-3.9	-0.2	-5.6	.	12.6	-1.0	12.2	2.8	-1.8

Three of the entries above in order of their number in IDE cell activ, largest number first.
No. | canonical_smiles | IDE inh | p-CIP stab down | GPR7 antagonist | IDE cell activ | PfM18AAP inh | VIM-2 inh | PHOSPHO1 inh | NALP1 yeast inh | IMP-1 inhibitor
44 | S=C(NCCCN1CCOCC1)Nc1ccc(Cl)cc1 | 3.2 | -13.3 | -5.4 | 4.9 | -13.5 | 0.3 | 5.6 | 22.2 | -3.2
48 | CCSc1nnc(NC(=O)CCNS(=O)(=O)c2cc(Br)cnc2N)s1 | 2.0 | -16.5 | -1.2 | -1.6 | -3.8 | -1.1 | -4.0 | -4.1 | -1.2
41 | O=C(Oc1ccc(-c2csnn2)cc1)c1cccs1 | 2.2 | -4.7 | 14.8 | -4.9 | 5.2 | -4.1 | 38.6 | -4.9 | -3.1

An excerpt from above, reduced to p-CIP stab down, IMP-1 inhibitor and PfM18AAP inh:
No.	Molecule	p-CIP stab down	IMP-1 inhibitor	PfM18AAP inh
50	COc1ccc(-c2ccc(/C=N/NC(=O)Cc3nnc(N)s3)o2)cc1Cl	-0.2	-1.8	12.6
44	S=C(NCCCN1CCOCC1)Nc1ccc(Cl)cc1	-13.3	-3.2	-13.5

From PubChem BioAssay
